Screening results deposited in PubChem by National Center for Advancing Translational Sciences (NCATS).
EPAC1 agonist: EPAC1 (human) agonism; EPAC1 agonist qHTS, biochemical assay; response scale: 100% = response to 6.5 mM cAMP; Potency, µM (titrated, usually from 154 µM), for the others: at the highest dose activation, most hits filed as activators; 0.073% of 360,000 active; AID 720707; also: potency is read from the fitted curve at half-maximal effect; nearly all actives have a fitted effect of over 60% in size
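Normalized to 6.5 mM cAMP, activity reflects EPAC1-catalysed release of BODIPY-GDP from Rap1B, followed kinetically over 30 min at 480 nm excitation, 540 nm emission. Reaction contained 100 nM EPAC1, 250 nM Rap1B-BODIPY-GDP, 50 uM GDP.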
PI5P4Ka inh: PI5P4K alpha (human) kinase inhibition; 1.2% of 330,000 active; max response, %; P48426; PI5P4Kalpha enzyme, ADP-Glo luminescence, 60 min; stronger effect = lower value; active = max response of -50% or lower; inconclusive = between -30% and -50%; inactive = -30% or higher; also: value at the top dose of about 77 µM; % is scaled to controls: 0 for no effect and ±100 for the full control effect
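Compounds were pin-transferred onto PI5P4Kalpha and substrate in HEPES pH 7.4 buffer with EGTA, CHAPS and 5% DMSO. ATP (5 microM final) started the reaction, which ran 60 minutes at room temperature before ADP-Glo detection.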
WRN helicase inh: inhibitors of human WRN helicase | WRN helicase unwinding, fluorescent forked duplex, kinetic | AID 651768 | Potency, µM (doses to about 114 µM), for inactives: at the highest dose activity change, negative = inhibition, usual class: inhibitors | 0.46% of 360,000 active; also: potency is read from the fitted curve at half-maximal effect; % is scaled to controls: 0 for no effect and ±100 for the full control effect; nearly all actives have a fitted effect of over 55% in size
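WRN at 20 nM final was preincubated with compound for 15 min at room temperature; reaction started with 100 nM forked duplex oligonucleotide carrying fluorophore and quencher plus 2 mM ATP (final). Unwinding followed kinetically by red fluorescence (ex 525/em 598 nm).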
EPAC1 antag: antagonists of human EPAC1. EPAC1 GEF assay, Rap1b-BODIPY-GDP exchange fluorescence. Potency, µM (series often up to 115 µM), for the others: top-dose activity change, negative = inhibition, most hits filed as inhibitors. O95398. 0.14% of 360,000 active;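 also: potency is read from the fitted curve at half-maximal effect; plate controls were vehicle for no effect and positive control for full effect; nearly all actives have a fitted effect of over 50% in size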
EPAC2 antagonist: blocks human EPAC2 exchange factor; EPAC2 GEF exchange of Rap1B-BODIPY-GDP, fluorescence; 0.18% of 360,000 active; Q8WZA2; Potency, µM (top dose mostly 114 µM), without a hit: top-dose activity, negative = inhibition, usual class: inhibitors; also: potency is read from the fitted curve at half-maximal effect; % is scaled to controls: 0 for no effect and ±100 for the full control effect; nearly all actives have a fitted effect of over 45% in size; many of its hits are not listed in these tables
Target sequence (Q8WZA2 whole entry, looked up): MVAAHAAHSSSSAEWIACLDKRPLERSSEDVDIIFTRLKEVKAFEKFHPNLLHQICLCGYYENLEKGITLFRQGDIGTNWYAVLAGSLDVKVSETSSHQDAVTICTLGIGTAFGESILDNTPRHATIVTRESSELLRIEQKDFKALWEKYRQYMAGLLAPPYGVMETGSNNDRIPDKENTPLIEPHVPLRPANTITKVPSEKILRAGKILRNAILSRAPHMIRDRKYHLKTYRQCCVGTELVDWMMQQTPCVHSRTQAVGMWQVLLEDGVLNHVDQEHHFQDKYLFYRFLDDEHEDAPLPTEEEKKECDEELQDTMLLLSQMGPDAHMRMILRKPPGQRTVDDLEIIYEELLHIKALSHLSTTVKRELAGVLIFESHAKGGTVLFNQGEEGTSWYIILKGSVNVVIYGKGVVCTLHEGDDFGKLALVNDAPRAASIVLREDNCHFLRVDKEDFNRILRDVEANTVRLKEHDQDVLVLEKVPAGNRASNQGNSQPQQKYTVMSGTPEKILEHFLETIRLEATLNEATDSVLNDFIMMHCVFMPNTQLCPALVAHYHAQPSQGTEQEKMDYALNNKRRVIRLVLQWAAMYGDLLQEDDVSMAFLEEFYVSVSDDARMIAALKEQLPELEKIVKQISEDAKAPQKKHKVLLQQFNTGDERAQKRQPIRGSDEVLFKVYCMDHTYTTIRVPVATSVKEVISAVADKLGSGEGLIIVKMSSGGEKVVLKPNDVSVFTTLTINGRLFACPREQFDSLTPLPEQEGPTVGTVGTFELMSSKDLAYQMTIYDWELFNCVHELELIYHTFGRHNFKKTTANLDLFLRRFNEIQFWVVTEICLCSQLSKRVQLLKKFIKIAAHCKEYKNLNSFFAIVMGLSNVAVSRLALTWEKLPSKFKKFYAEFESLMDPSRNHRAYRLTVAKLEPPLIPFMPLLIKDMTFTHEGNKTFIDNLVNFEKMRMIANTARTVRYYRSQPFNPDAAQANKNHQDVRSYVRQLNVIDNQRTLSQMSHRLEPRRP
CCT modulator: modulators of cytosolic chaperonin (CCT/TRiC) activity. purified chaperonin ATPase assay, HTRF ADP detection, 30 min. activity change, % (no concentration beside the values), hits read low. 0.3% of 360,000 active. AID 651819; in the data active = activity change below about -30%; also: % is scaled to controls: 0 for no effect and ±100 for the full control effect
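First, chaperonin was dispensed at 40 nM or 20 nM final depending on batch activity. Next, compounds were pinned at 76 uM and ATP added at 10 uM. After 30 min at 37 °C, ADP detection reagents ran 30 min at ambient temperature.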
PLK1 PBD block: blocks phosphopeptide binding to human PLK1 polo-box domain; P53350; Plk1 PBD binding of FITC phosphopeptide, fluorescence polarization; Potency, µM, for the others: max response, negative = inhibition, hits mostly inhibitors; 2.8% of 360,000 active; AID 720504; also: potency is read from the fitted curve at half-maximal effect; series mostly up to about 57 µM; % is scaled to controls: 0 for no effect and ±100 for the full control effect; nearly all actives have a fitted effect of over 65% in size
MmCpn inh: blocks the Methanococcus maripaludis chaperonin Mm-Cpn. Potency, µM (doses to about 76.9 µM), for the others: top-dose activity, negative = inhibition, hits mostly inhibitors. purified Mm-Cpn ATPase, ADP Transcreener TR-FRET. AID 504842. 0.031% of 330,000 active; also: potency is read from the fitted curve at half-maximal effect; % is scaled to controls: 0 for no effect and ±100 for the full control effect; nearly all actives have a fitted effect of over 80% in size
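Reaction buffer contained 30 mM Tris pH 7.4, 100 mM KCl, 5 mM MgCl2 and 1 mM DTT. Mm-CPN (25 nM final) hydrolysed 10 uM ATP over 30 min at 37°C; ADP was read by HTRF.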
* = called active by the depositor; ? = inconclusive; · = no result given; [ ] = remark or other dose. Unless noted, calls follow the shape of the dose curve; as a rule, active = well fitted curve in the direction sought with a large enough effect; inconclusive = small, poorly fitted or top-dose-only effect, or another doubt; inactive = no such curve, though single readings can be large; an effect the other way counts as inactive or inconclusive.

Under each structure: EPAC1 antag	PLK1 PBD block	PI5P4Ka inh	MmCpn inh	EPAC2 antagonist	WRN helicase inh	CCT modulator	EPAC1 agonist
1: O=C(OCC(=O)N1CCN(C(=O)COC(=O)c2ccccc2NCCO)CC1)c1ccccc1NCCO
    2%	2%	1	·	2%	0%	-0.1	13%
2: Cc1cc(N2Cc3ccccc3C2)ccc1C=O
    -3%	-9%	-30	1%	4%	-3%	2.1	10%
3: CCc1ccc(O)c(N=Cc2ccccc2O)c1
    7%	0%	·	-1%	3%	-3%	-7.4	1%
4: COc1cccc(-c2csc(N3CCN(C(=O)Nc4ccc(Cl)cc4)CC3)n2)c1
    -20%	4%	-2	-7%	-15%	-6%	1.0	2%
5: O=C(Nc1ccnn1C1CCN(C(=O)c2c(F)cccc2F)CC1)C1CC1
    -11%	-2%	1	4%	1%	-22%	2.0	9%
6: O=S(=O)(NCCc1csc(-c2ccc(C(F)(F)F)cc2)n1)c1ccc2c(c1)OCCO2
    -27%	3%	14	2%	-16%	-12%	-2.7	-20%
7: CSc1ccccc1OCc1cc(C(=O)N2C[C@H]3CC[C@H]2C3)no1
    -7%	-4%	-5	-1%	-3%	-21%	-1.0	0%
8: O=[N+]([O-])c1ccc(C2CC(c3ccccc3)=Nc3ccccc3S2)cc1 (centres undefined)
    -5%	-18%	5	-4%	0%	-13%	1.5	18%
9: Cc1cccc(NS(=O)(=O)c2ccc(C(=O)NCC3(N4CCCCC4)CCCCC3)cc2)c1C
    -2%	-7%	4	-1%	12%	-2%	1.3	-1%
10: COc1ccc(NS(=O)(=O)c2cc(NC(=O)c3nc4nc(C)cc(C)n4n3)ccc2C)cc1
    -14%	-9%	7	2%	1%	-17%	-4.3	9%
11: COC(=O)NC1c2ccccc2Oc2ccccc21
    -2%	3%	1	2%	3%	13%	1.0	-9%
12: COc1cc(/C=N/O)ccc1OCc1ccc(C(=O)O)cc1
    12%	-2%	-1	0%	9%	-6%	-2.5	-12%
13: O=C(Nc1cccc(-c2cn3ccsc3n2)c1)c1ccccc1
    6%	-3%	-27	2%	0%	-15%	-0.9	-2%
14: COc1ccc(-c2nnn(CC(=O)N(CCCN3CCOCC3)C(C(=O)NC3CCCC3)c3ccco3)n2)cc1 (centres undefined)
    1%	-2%	-1	1%	-9%	-1%	-1.5	4%
15: CC(C)N(C(=O)Cc1ccccc1[N+](=O)[O-])C(C)C
    7%	-13%	3	-2%	1%	3%	-1.0	5%
16: O=C(O)CCc1ccc(-c2cccs2)n1-c1ccc(C(=O)O)cc1
    0%	?	-5	-2%	-7%	-8%[57.1 µM]	-3.1	0%
17: COc1cc(-c2noc(C3CCCN(C(=O)c4ccccc4)C3)n2)cc(OC)c1OC (centres undefined)
    16%	3%	-3	0%	-4%	-6%	1.3	-5%
18: C=CCn1c(SCC(C)=O)nnc1-c1cc(-c2ccccc2)sc1N
    -7%	-16%	·	-6%	-1%	5%	-2.6	20%
19: Oc1c(N=Nc2ccccn2)ccc2ccccc12
    -14%	-10%	-10	-4%	-2%	56µM*	0.4	-6%
20: CCc1c(C(=O)N/N=C/c2ccco2)nnn1-c1nonc1N
    -21%	-14%	-2	-1%	-5%	-34%	-1.0	0%
21: OC(C#CCN1CCCC1)(c1ccccc1)c1cccnc1 (centres undefined)
    13%	-6%	1	-12%	0%	2%	0.6	4%
22: CC(C)C1C(=O)N(Cc2cn(Cc3ccco3)nn2)CCS(=O)(=O)N1Cc1ccc(-c2ccc(Cl)c(Cl)c2)cc1 (centres undefined)
    1%	-8%	-6	·	4%	-8%	-4.1	11%
23: C#CCNC(=O)C[C@@H]1C[C@@]2(C(=O)OCC)CCC=C2N(Cc2cccc3ccccc23)C1=O
    -2%	-7%	7	·	-2%	-5%	1.8	-2%
24: O=C(CN1CCOCC1)Nc1c(-c2ccccc2)c2cc(Br)ccc2[nH]c1=O
    6%	-4%	·	-3%	3%	1%	-4.7	-1%
25: CCOC(=O)CCn1nc(-c2ccc(Cl)cc2)cc1N
    -10%	-5%	-3	2%	-6%	15%	0.3	-2%
26: FC(F)(F)c1ccncc1-c1nnnn1-c1ccc(Cl)cc1
    -12%	5%	-2	0%	-3%	-4%	-0.9	-7%
27: Cc1nn(-c2ccccc2)c(C)c1C(=O)OCC(O)=C(C#N)c1nc2ccccc2[nH]1
    ?	-3%	?	·	-12%	-11%	-2.7	5%
28: Cc1cc(Nc2ccc([N+](=O)[O-])cc2)nc2ccccc12
    12%	-4%	0	2%	3%	-1%	1.0	2%
29: COc1cc(C(=O)c2nccc3cc(OC)c(OC)cc23)c([N+](=O)[O-])cc1OC
    -24%	-3%	2	4%	1%	-23%	0.0	4%
30: CC(=O)NS(=O)(=O)c1ccc(NC(=O)c2cccc(S(=O)(=O)N3CCc4ccccc43)c2)cc1
    6%	-14%	-7	-4%	-4%	-5%	2.3	2%
31: CCN1CCN(CC(=O)N2c3ccccc3Sc3ccccc32)CC1
    6%	0%	7	1%	-7%	2%	1.0	7%
32: CCOCCCNC(=O)Cn1cnc2c(cnn2-c2ccc(C)c(C)c2)c1=O
    -3%	0%	1	-2%	-7%	1%	-0.8	0%
33: COc1ccc(Cc2nnc(SCC(=O)c3ccc4c(c3)OCO4)o2)cc1
    3%	1%	-6	?	5%	-5%	1.5	5%
34: CC(C)COc1ccc(CNC(=S)N/N=C/c2ccc([N+](=O)[O-])cc2)cc1
    3%	-11%	6	0%	6%	-17%	2.5	-13%
35: COC(=O)CNC(=O)CNC(=O)Nc1ccccc1Cl
    4%	-2%	·	-1%	8%	4%	-3.6	-3%
36: COC(=O)CN1C(=O)c2cccc3cccc1c23
    ?	0%	4	1%	?	-5%	-0.9	2%
37: O=C(Cc1ccc(OCc2ccccc2)cc1)NCc1ccc2c(c1)OCO2
    -14%	2%	-1	·	-10%	-1%	0.6	-5%
38: Cc1ccc(-n2c(-c3cccnc3)n[nH]c2=S)c(C)c1
    -12%	-7%	-3	1%	-11%	-5%	-2.1	-6%
39: c1ccc(CC2CCN(C(c3cccs3)c3nnnn3C3CCCC3)CC2)cc1 (centres undefined)
    -4%	-7%	·	-2%	-7%	-11%	-1.4	18%
40: COc1ccc(-c2noc(C)c2-c2ccc3ccccc3n2)c(O)c1
    -1%	-8%	3	0%	-3%	-6%	1.4	17%
41: CN(C)C1CN(Cc2cn(Cc3ccc(C(F)(F)F)cc3)nn2)S(=O)(=O)C1 (centres undefined)
    8%	-11%	-3	·	1%	5%	-0.9	-1%
42: O=C(O)c1cccc(-c2csc(C(O)(c3ccccc3)C(F)(F)F)n2)c1 (centres undefined)
    -2%	-13%	6	·	-8%	-2%	-1.2	9%
43: CCN(CC)CCN1C(=O)C(=O)/C(=C(/O)c2ccc(F)cc2)C1c1cccnc1 (centres undefined)
    14%	?	1	-2%	12%[57.1 µM]	5%	0.2	-6%
44: CCOC(=O)[C@@H]1[C@H]2COc3ccc(Br)cc3[C@H]2N2C(=O)N(c3ccc(C)cc3)C(=O)[C@@]12C
    -22%	5%	8	-4%	-8%	-6%	-0.7	-6%
45: O=C(c1cc2c(c(-c3cccc(-c4ccc(F)cc4)c3)n1)[C@H](CCO)N(C(=O)c1ccc3c(c1)OCO3)C2)N1CCOCC1
    7%	-2%	-10	·	-4%	-3%	-1.9	-9%
46: COCCNC(=O)C(c1ccc(F)cc1)N(Cc1cccs1)C(=O)CCC(=O)Nc1ccccn1 (centres undefined)
    -12%	0%	1	-12%	?	-6%	-0.1	7%
47: Nc1ncnc2c1ncn2[C@@H]1O[C@H](CNS(=O)(=O)c2ccc3c(c2)CCN(C(=O)C(F)(F)F)C3)[C@@H](O)[C@H]1O
    -3%	-11%	-13	?	-3%	5%	-2.7	-21%
48: O=C(c1ccccc1)c1ccc(OC(=O)C2CCCCC2)cc1
    11%	-8%	9	2%	1%	-2%	0.3	19%
49: C/C(=N\NC(=O)c1c(C)nc2ccccn12)c1ccccc1F
    13%	1%	3	0%	7%	-4%	-1.0	1%
50: COc1cc(CNn2c(C)n[nH]c2=S)cc(Br)c1OCc1ccc(F)cc1
    -9%	-9%	5	1%	-16%	-21%[57.1 µM]	-10	17%

Next entries
Under each structure: EPAC1 antag	PLK1 PBD block	PI5P4Ka inh	MmCpn inh	EPAC2 antagonist	WRN helicase inh	CCT modulator	EPAC1 agonist
51: COC(=O)c1sccc1NC(=O)c1ccncc1
    -3%	-6%	-4	-1%	8%	-28%	0.9	-10%
52: COc1ccc2cc(C(c3nnnn3Cc3ccc(F)cc3)N3CCCCCC3)c(=O)[nH]c2c1 (centres undefined)
    7%	-18%	·	-10%	6%	-6%	-0.5	-2%
53: Cc1csc(NC(=O)c2cc(-c3ccccc3)nc3ccccc23)n1
    3%	5%	10	0%	-7%	-10%	0.1	3%
54: Cc1ccc2c(CN3CCOCC3)cc(=O)oc2c1C
    6%	4%	6	1%	-6%	4%	-1.0	6%
55: Cc1cc(OC(C)C(=O)NCCCN2CCCC2=O)c2c(C)c(C)c(=O)oc2c1 (centres undefined)
    17%	-3%	5	3%	2%	-2%	-5.8	7%
56: COc1ccc(N(C)S(=O)(=O)c2cccc(C(=O)NC3CCCCC3C)c2)cc1 (centres undefined)
    1%	-4%	-5	2%	-9%	7%	2.2	-2%
57: CC(C)N1CCN(c2ccc(OC[C@H]3CO[C@](Cn4cncn4)(c4ccc(Cl)cc4Cl)O3)cc2)CC1
    -28%	-17%	-2	0%	-21%	3%	-1.9	-7%
58: CCCC(NS(=O)(=O)c1ccc(OC)cc1)C(=O)O (centres undefined)
    2%	-2%	-2	-1%	2%[57.1 µM]	3%	-1.4	-6%
59: CCOC(=O)C1=C(C)NC(C)=C(C(=O)OCC)C1C(=O)OCC(=O)N(C)Cc1ccccc1
    -13%	-11%	-5	1%	-9%	-10%	-1.2	0%
60: O=C(COC(=O)CCC1CCCC1)Nc1ccccc1Sc1ccccc1
    -13%	-5%	7	3%	-16%	-8%	1.5	-11%
61: [O-]/C(=C(\C(=S)NCc1ccco1)[n+]1ccccc1)c1ccccc1Br
    -23%	-27%	-23	-4%	-11%	?	-1.0	10%
62: Cn1ncc2c(N3CCN(c4ccc(Cl)c(Cl)c4)CC3)ncnc21
    -23%	-8%	6	0%	3%	-1%	-8.8	7%

Some of the compounds tested; the hit share may differ from the screen's.
